FN deposition inh = fibronectin deposition inhibition | AH1F fibroblasts, Alexa488-fibronectin deposition fluorescence, overnight | inhibition, % at 12.6 µM | 0.086% of 350,000 active | AID 743247;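 active means mean inhibition across replicates of 30% or more, regardless of how many single replicates reach that level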;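 further: positive control wells lacked labelled fibronectin entirely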
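Measured by – fluorescence 485/525 nm · System – AH1F fibroblast monolayer, labelled fibronectin deposition · Amount – 10000 cells per well · Buffer or medium – serum-reduced DMEM (2% serum) · Doses – single dose, pinned · Also added – fluorescent fibronectin at 24 nM final · Schedule – 1 h cell attachment, overnight exposure to compound and label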
miR122 inh = miR-122 inhibition in Huh7 cells | Huh7 miR-122 Renilla luciferase sensor, 48 h; neutral wells = 0, positive control = 100 | activation (reporter increase), % at 12.5 µM | 0.3% of 340,000 active | AID 602342;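 active means mean replicate activation score at least 90 and every replicate individually at or above 90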;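 further: higher luciferase means less miR-122 activity so hits act as miR-122 inhibitors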
EWS-Fli inh = EWS/Fli transcriptional activity inhibition | 0.67% of 350,000 active | A673 NR0B1-luciferase reporter, viability-normalised | inhibition, % at 12.6 µM;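 active means mean inhibition of at least 50% after viability correction, with every replicate also passing that limit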;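 further: firefly luciferase signal divided by Alamar Blue viability fluorescence both relative to DMSO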
PAX8 inh HTS = lowers PAX8-driven luciferase in RMG-I cells; AID 652154; 1.2% of 360,000 active; inhibition, % at 12.6 µM; RMG-I TPO-luciferase reporter, SteadyGlo, 24 h;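 active means mean replicate inhibition at least 60% with every replicate also reaching 60%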;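 further: luciferase light reporting Pax8 driven TPO promoter activity; plate controls were median of neutral control wells for no effect and mitoxantrone controls for full effect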
PGC1a acetyl inh = lowers PGC1a acetylation signal in U2OS cells; AlphaScreen anti-acetyl-lysine; with virally co-expressed GCN5 acetyltransferase; inhibition, % at 15.6 µM; 0.17% of 350,000 active; AID 651687;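 active means every replicate shows inhibition of at least 40%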;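 further: 0% = neutral control wells and 100% = positive control wells; some results beyond the cut were filed as inactive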
CASP6 VEID inh = caspase-6 (human) enzyme inhibition. P55212. purified caspase-6, Z-VEID-R110 cleavage fluorescence. inhibition, % at 12.5 µM. 0.53% of 350,000 active. AID 686996;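 active means mean inhibition across replicates at least about 35%, with every replicate also reaching that limit, limit read from the data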;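 further: 0% = median of neutral control wells and 100% = no fluorescence left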
Target sequence (P55212 24-179 limits assumed): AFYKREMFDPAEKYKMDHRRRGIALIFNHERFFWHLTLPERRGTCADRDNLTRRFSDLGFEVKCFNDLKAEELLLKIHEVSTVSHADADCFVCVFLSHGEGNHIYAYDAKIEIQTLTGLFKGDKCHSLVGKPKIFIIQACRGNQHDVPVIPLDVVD
Target sequence (P55212 194-293 limits assumed): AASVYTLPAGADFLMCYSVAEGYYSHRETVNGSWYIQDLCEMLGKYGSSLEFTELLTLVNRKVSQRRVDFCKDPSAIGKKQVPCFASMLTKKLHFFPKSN
Cneo AK release = Cryptococcus neoformans lysis via adenylate kinase release. AID 651654. 0.2% of 360,000 active. lysis activity, % at 15 µM. C. neoformans lysis, adenylate kinase release luminescence, 4 h; normalised: neutral wells 0, clomiphene wells 100;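 active means mean lysis activity across replicates of at least 80%, whatever share of replicates individually reach that level; inactive means mean lysis activity below 80%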
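Signal: Adenylate kinase release luminescence | Assay system: Log-phase Cryptococcus neoformans yeast cells | Input: Cells at 5 × 10^6 per mL | Buffer or medium: Fresh YPD growth medium | Compound: Single dose | Schedule: Static 4 h at 37 °C with compound, 1 h detection | Controls: Clomiphene | Read-out: Luminescence rise reflecting yeast cell lysis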
LGR2 inh = Drosophila LGR2 receptor signaling inhibition | HEK293 LGR2, CRE-luciferase, bursicon-stimulated, 4 h | inhibition, % at 9.99 µM | 0.35% of 380,000 active | AID 720647;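 active means drop in luminescence signal, shown as inhibition above about 50% in the replicate tests, limit read from the data, passing the limit was not always enough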;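 further: agonist challenge used bursicon conditioned medium at about half maximal strength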
* marks the source's active call; other numbers are inactive results; nt = no result given; & = joins results of further samples; [ ] = remark or other dose.

Structure,FN deposition inh,miR122 inh,EWS-Fli inh,PAX8 inh HTS,PGC1a acetyl inh,CASP6 VEID inh,Cneo AK release,LGR2 inh
CCCCCCCCNS(=O)(=O)CCNCc1ccc(OC)cc1,7.1,-2.9,-6.4,-4.2,nt,-1.1,0.2,4.2
COc1cc(OC)cc(C(=O)NC(C(=O)Nc2ccc(N3CCOCC3)cc2)C(C)C)c1 (centres undefined),0.5,-6.2,-0.7,0.8,nt,0.2,2.2,-2.8
C[C@H](CO)N1C[C@H](C)[C@@H](CN(C)CC2CCCC2)Oc2cc(C3=CCCCC3)ccc2S1(=O)=O,nt,83.9[16.7 µM],16.0,11.1,-14.6,-0.8,10.5,-22.1
CCCCNS(=O)(=O)c1cccc(NC(=O)[C@@H]2O[C@H](CO)[C@H](O)[C@H](O)[C@H]2O)c1,2.8,-0.6,-1.8,1.3,-13.6,nt,-0.7,-8.8
CN1CCN(S(=O)(=O)c2cccc(C(=O)Nc3sccc3C#N)c2)CC1,-11.2,-7.9,-22.5,-11.0,-9.2,5.4,-2.8,2.8
COc1ccc(Cn2c(C)c(C)c(C#N)c2NC(=O)Nc2ccc(F)cc2)cc1,-0.6,30.0,nt,13.4,-11.1,nt,1.0,nt
CCOC(=O)CN1C(=O)COc2ccc(Cl)cc21,-1.5,nt,nt,nt,2.2,nt,-10.9,2.8
CCCCC[C@H](C)N1C[C@H](COCc2ccccc2)Oc2cc(N3CCC[C@H]3C(N)=O)ccc2S1(=O)=O,nt,nt,-12.2,1.2,nt,0.2,nt,19.1
CCCSc1nsc(SCCC)c1C#N,nt,-1.4,nt,nt,-6.9,nt,0.3,-68.0
CCN(CC)c1ccc(/C=N/NC(=O)c2nnn(-c3nonc3N)c2C(C)C)c(O)c1,8.2,10.4,nt,85.3*,nt,5.2,0.6,23.6
CSc1nnc(-c2sccc2-n2cccc2)o1,0.8,nt,4.0,-10.1,-0.7,1.4,nt,-8.6
Cc1occc1C(=O)N=Nc1c(O)n(C)c2ccccc12,-1.7,-8.4,nt,-43.6,8.9,nt,0.7,11.8
COc1c(C)cc(C(O)c2ncc(-c3ccccc3F)[nH]2)cc1C (centres undefined),-8.2,50.3,-11.9,-12.7,nt,3.2,0.4,3.1
Cc1noc(C)c1S(=O)(=O)Nc1ccc2c(c1)CC(=O)N([C@H](C)CO)C[C@H](C)[C@@H](CN(C)C)O2,nt,6.7[16.7 µM],-8.1,-4.2,0.1,1.0,-0.6,0.5
COc1cc2c(cc1NC(=O)COC(=O)/C=C/c1ccccc1)oc1ccccc12,-0.9,nt,-22.4,20.9,nt,3.2,nt,-0.6
CCN(CC)CCCn1c2c(c(SCC(=O)Nc3ccc4c(c3)OCCO4)nc1=O)CCC2,9.7,-1.2,-10.9,-18.2,8.1,-2.3,-0.9,-11.5
O=C(Nc1ccc(C(F)(F)F)cc1)N1[C@@H]2CNC[C@H]1C2c1ccc(-c2ccncc2)cc1 (some centres undefined),-6.2&-4.7,nt,12.9&-4.2,-12.3&9.8,-7.5&-4.2,5.6&1.2,nt,20.4&15.4
O=C(CNC(=O)c1ccc(Cl)cc1Cl)OCc1nnc(-c2ccccc2)o1,1.9,nt,-10.5,-10.0,nt,4.0,nt,-16.6
O=c1n(Cc2ccccc2)c(O)c2n1Cc1ccccc1N=C2c1ccccc1,-6.1,-5.7,4.2,10.7,12.1,0.0,-23.9,36.5
Cc1ccccc1C1c2[nH]c3ccccc3c2CCN1Cc1cccn1-c1ncccn1 (centres undefined),2.9,3.3,-11.8,25.6,-13.5,1.4,0.3,-11.4
O=C(NCC1CCCO1)c1ccc(Cl)c(S(=O)(=O)Nc2ccccc2)c1 (centres undefined),nt,55.5,0.6,9.9,-1.7,4.9,-1.3,5.9
COc1ccccc1N1N=C(C(=O)c2ccccc2)C2C(=O)N(c3ccc(Br)cc3)C(=O)C21 (centres undefined),-11.0,-6.9,-6.5,-6.2,6.7,-1.2,0.1,5.8
Cc1nn(C2CCS(=O)(=O)C2)c(C)c1CN(C)C(=O)c1ccc(Cl)cc1 (centres undefined),-9.2,nt,4.8,-10.6,nt,2.1,1.8,4.3
COc1ccc(-c2csc(NC(=O)Cc3cc(OC)c(OC)c(OC)c3)n2)cc1OC,3.5,nt,7.3,-2.7,nt,0.4,7.3,0.6
CC(C)NC(=O)N(C)C[C@H]1Oc2ccc(NC(=O)CCCCCC(=O)Nc3ccccc3N)cc2CC(=O)N([C@@H](C)CO)C[C@@H]1C,nt,-1.7[16.7 µM],-8.8,-14.6,9.4,-0.3,41.0,1.0

Exported with values under each structure: 9 of the compounds above
Second line of a record – FN deposition inh, miR122 inh, EWS-Fli inh, PAX8 inh HTS, PGC1a acetyl inh, CASP6 VEID inh, Cneo AK release, LGR2 inh
O=C(Nc1ccc(C(F)(F)F)cc1)N1[C@@H]2CNC[C@H]1C2c1ccc(-c2ccncc2)cc1 (some centres undefined)
 : -6.2&-4.7, nt, 12.9&-4.2, -12.3&9.8, -7.5&-4.2, 5.6&1.2, nt, 20.4&15.4
O=C(CNC(=O)c1ccc(Cl)cc1Cl)OCc1nnc(-c2ccccc2)o1
 : 1.9, nt, -10.5, -10.0, nt, 4.0, nt, -16.6
O=c1n(Cc2ccccc2)c(O)c2n1Cc1ccccc1N=C2c1ccccc1
 : -6.1, -5.7, 4.2, 10.7, 12.1, 0.0, -23.9, 36.5
Cc1ccccc1C1c2[nH]c3ccccc3c2CCN1Cc1cccn1-c1ncccn1 (centres undefined)
 : 2.9, 3.3, -11.8, 25.6, -13.5, 1.4, 0.3, -11.4
O=C(NCC1CCCO1)c1ccc(Cl)c(S(=O)(=O)Nc2ccccc2)c1 (centres undefined)
 : nt, 55.5, 0.6, 9.9, -1.7, 4.9, -1.3, 5.9
COc1ccccc1N1N=C(C(=O)c2ccccc2)C2C(=O)N(c3ccc(Br)cc3)C(=O)C21 (centres undefined)
 : -11.0, -6.9, -6.5, -6.2, 6.7, -1.2, 0.1, 5.8
Cc1nn(C2CCS(=O)(=O)C2)c(C)c1CN(C)C(=O)c1ccc(Cl)cc1 (centres undefined)
 : -9.2, nt, 4.8, -10.6, nt, 2.1, 1.8, 4.3
COc1ccc(-c2csc(NC(=O)Cc3cc(OC)c(OC)c(OC)c3)n2)cc1OC
 : 3.5, nt, 7.3, -2.7, nt, 0.4, 7.3, 0.6
CC(C)NC(=O)N(C)C[C@H]1Oc2ccc(NC(=O)CCCCCC(=O)Nc3ccccc3N)cc2CC(=O)N([C@@H](C)CO)C[C@@H]1C
 : nt, -1.7[16.7 µM], -8.8, -14.6, 9.4, -0.3, 41.0, 1.0

Continued.
Structure,FN deposition inh,miR122 inh,EWS-Fli inh,PAX8 inh HTS,PGC1a acetyl inh,CASP6 VEID inh,Cneo AK release,LGR2 inh
NCC(O)CN(c1ccccc1)c1ccccc1 (centres undefined),10.5,-1.7,-0.1,15.5,-15.2,-0.1,nt,-32.1
N#C[C@H]1[C@@H](c2ccccc2)[C@@H](CO)N1S(=O)(=O)Cc1ccccc1,8.8,nt,-0.7,-12.5,0.4,1.1,-2.3,2.2
COc1cc(OC)cc(C(=O)NNC(=O)c2cc3c(s2)CCCC3)c1,nt,nt,4.2,1.4,nt,-1.5,nt,-0.1
Cc1nc2ccc(S(=O)(=O)NCC(=O)Nc3cccc(F)c3)cc2s1,-5.5,nt,0.7,-1.6,-1.9,0.0,nt,0.3
COc1ccc(CN(C)C(=O)Cn2cnc3c(SC)nc(N)nc32)cc1OC,-0.2,-3.7,0.2,15.1,9.2,-3.0,-0.2,-12.0
O=C(NCC1CCCO1)C1CCC(N2C(=O)c3ccccc3C2=O)CC1 (centres undefined),4.6,5.8,nt,nt,9.3,nt,-1.2,-6.1
CCCCCCCCC(=O)NCCOc1ccc(OC)cc1,-1.1,-4.3,nt,-6.7,-8.7,nt,-0.6,24.0
O=C(COc1ccc(S(=O)(=O)NC2CCCCC2)cc1Cl)NCc1ccc2c(c1)OCO2,nt,84.9,12.4,nt,-10.9,40.4*,-1.1,-5.5
CCN(CC)C(=O)CSc1nnc(CNc2ccc(F)cc2)n1-c1ccccc1,nt,19.7,-3.3,nt,-11.9,-1.7,2.0,12.9
CCOC1(NC(=O)c2ccccc2)C(C)=CC(=O)C=C1C,-0.2,1.7,nt,10.9,13.2,nt,11.3,nt
Cc1cc(-c2nnn(CCCOC(C)(C)C)c2C)ccc1-c1cn(CCCOC(C)(C)C)nn1,7.1,4.9,2.1,-8.1,-14.3,-0.3,0.3,-3.9
CNc1ccccc1C(=O)OC(C)C(=O)Nc1ccc(S(=O)(=O)N2CCCC2)cc1 (centres undefined),-0.9,nt,nt,2.9,nt,5.0,3.1,-0.2
CCN(CC)CCOC(=O)C(Cc1cccc2ccccc12)CC1CCCO1 (centres undefined),-0.7,nt,9.7,7.2,-3.6,0.1,2.5,-7.4
Fc1ccc(OCc2cc(-c3ccccc3)no2)cc1,-2.6,0.9,-157.7,-235.3,-4.9,-1.9,1.0,-85.0
O=C(COC(=O)c1c[nH]c(=O)[nH]c1=O)Nc1ccccc1F,-1.2,nt,4.4,5.4,nt,-4.2,nt,-10.9
CN(C)CC(=O)N1[C@@H]2Cn3c(ccc(C4=CCCCC4)c3=O)[C@H]1[C@@H](C(=O)NCC1CC1)[C@@H]2CO,nt,nt,-2.7,nt,nt,-2.9,-3.9,9.2
CCOCc1c(C(=O)Nc2cc(OCC)c(N3CCOCC3)cc2OCC)oc2ccccc12,-3.7,nt,-1.5,19.2,-3.3,2.2,nt,-4.9
O=C(NC[C@H]1N[C@@H](CO)[C@H]1c1ccc(-c2ccc(F)cc2)cc1)c1ccccn1,5.3,-25.0[16.7 µM],10.2,0.5,-2.5,nt,18.7,-18.3
O=C(C1=NOC2(C1)C(=O)Nc1ccccc12)N1CCCCC1 (centres undefined),1.6,nt,-7.0,-21.8,nt,-2.3,nt,-12.4
CCS(=O)(=O)N1CCCC(C(=O)c2ccc(OC)cc2C)C1 (centres undefined),-12.2,nt,8.1,3.5,nt,-4.0,nt,-24.1
COc1ccc(CCNc2cc(N3CCN(C(=O)c4ccccc4OC)CC3)ccc2[N+](=O)[O-])cc1OC,-6.4,2.4,21.6,2.7,2.0,2.2,-4.1,24.1
COc1ccc(NC(=O)COc2coc(CN3CCCc4ccccc43)cc2=O)cc1,8.8,nt,16.0,-3.0,nt,4.6,5.3,-1.6
CCOc1ccccc1Oc1coc2cc(OC)ccc2c1=O,5.0,-9.2,nt,-107.0,-7.8,nt,-1.8,nt
COc1ccc(C(=O)NCC2CCCN2S(=O)(=O)c2ccccc2)cc1OC (centres undefined),-4.0,2.4,0.7,-9.5,nt,2.1,-0.6,nt
Cc1ccc(SCC(=O)N/N=C/c2ccco2)cc1,9.7,-6.9,8.2,26.8,-1.9,1.8,-0.3,nt
F[B-](F)(F)COc1ccccc1,-2.5,1.8,-1.7,-23.0,-19.3,0.2,1.2,-14.6
C=CC1C(OC2OC(CO)C(O)C(O)C2O)OC=C(C(=O)OC)C1CC1CC(=O)CC(CC(=O)CCc2ccc(O)cc2)O1 (centres undefined),nt,-4.1,-2.8,nt,-3.8,3.8,-0.7,-13.5
COc1ccc(NC(=O)N[C@H]2CC[C@@H](CCNC(=O)CN3CCOCC3)O[C@@H]2CO)cc1,-5.1,nt,-5.1,-6.2,4.5,2.0,-0.3,-7.8
CCOc1ccc(N(CC(=O)Nc2ccc(C)c(F)c2)C2=NC3CS(=O)(=O)CC3S2)cc1 (centres undefined),-4.2,-4.1,nt,-4.1,4.5,-0.2,0.4,-10.2

Bioassay records: PubChem BioAssay, Broad Institute
